Assay outcomes as filed in PubChem.
bCat nuc transl – modulators of beta-catenin nuclear translocation | nuclear translocation activity, % at 5 µM | HeLa beta-catenin nuclear translocation, immunofluorescence imaging | AID 1665 | hit rate 0.3% among 190,000;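 active = nuclear translocation activity above 50% at 5 µM, with a well cell count of 50 or more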;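 also: per-cell ratio of nuclear to cytoplasmic median beta-catenin stain intensity; plate controls were DMSO negative control for no effect and GSK-3 inhibitor IX positive control for full effect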
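test system = HeLa cells, endogenous beta-catenin | dosing = single 5 µM dose plus 0.02–20 µM confirmation series | times = compound treatment 24 h, 37°C, 5% CO2 | technique = beta-catenin immunofluorescence imaging with DAPI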
MT stabilizer – microtubule stabilizers in HeLa cells; HeLa tubulin immunostaining HCS, 24 h; share of cells brighter than vehicle mean+2SD; % tubulin-high responders, % at 10 µM; hit rate 0.83% among 200,000; AID 2205;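 active = plate Z-score above 3 for both tubulin-high and condensed-nucleus cell shares, with cell loss under 80%, at 10 µM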;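 also: anti alpha tubulin signal scored within the nucleus-defined area of each cell; some results filed as inactive read as strong as hits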
T cell modulator – T cell immune modulators affecting CD8 T cell-vesicle binding; 2C CD8+ T cell-vesicle binding, flow cytometry; stronger effect = lower value; calls only at 7 µM; hit rate 0.068% among 330,000; AID 2052;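 active = response, share of CD8 T cells binding vesicles, and their 90th percentile fluorescence all below set limits, cut at about 80% in these data, passing the limit was not always enough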
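System: murine 2C transgenic CD8+ T lymphocytes; also added: QL9-loaded Drosophila micro-vesicles; times: binding 1.5 h at 37 °C; measured by: flow cytometry, PE anti-B7-1 (FL2) versus Alexa647 anti-CD8 (FL8), PFA-fixed; control set: Peptide-free naked vesicles (low) and QL9 vesicles with 0.7% DMSO vehicle (high)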
Insulin prom up – MIN6 insulin promoter up-regulation; MIN6 insulin promoter-GFP reporter, high-content imaging; stronger effect = higher value; z-score at 5 µM; hit rate 0.3% among 190,000; AID 1625;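 active = z-score above 3 at 5 µM with at least 500 cells counted in the well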
Salmonella PhoP GFP – inhibitors of PhoP regulon expression, primary screen, Salmonella Typhimurium, GFP reporter (AID 1863); S. Typhimurium PhoP-regulated promoter GFP reporter, 4 h; higher % means a stronger effect; hit rate 0.16% among 300,000; one-dose inhibition, % at 50 µM; IC50 in µM for titrated hits;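 active = inhibition over 29.93%, a cutoff 3 SD above the screen mean, later confirmed by dose response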;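 also: 0% = low Mg2+ inducing control and 100% = high Mg2+ repressing control; strong numbers were not always called active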
Autophagy HCS – alters autophagy in cells | hit rate 0.98% among 190,000 | MEF GFP-LC3 puncta imaging; test concentration mostly 10 µM | AID 463193 | calls only at 10 µM (by protocol);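 active = percentage of spot-positive cells more than 3 SD above its plate mean, without a fluorescence outlier flag or 80% toxicity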;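 also: spot-positive cell cutoff set from DMSO-treated cells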
ER stress rescue – rescue of cells from ER stress-induced death, primary screen, 384-well, CSM14.1, thapsigargin, ATP luminescence (AID 1222); cellular ATP content (survival), % at 20 µM, or EC50 in µM where a hit was titrated; CSM14.1 thapsigargin-induced death rescue, ATP luminescence; higher % means a stronger effect; 190,000 tested, under 10 active;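 active = EC50 below 50 µM in the dose-response confirmation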;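 also: death triggered by thapsigargin at about 15 µM added after 2 h compound pretreatment; cell ATP read after overnight thapsigargin exposure of roughly 18 to 22 hours; normalized against plate controls of thapsigargin alone and 5% DMSO vehicle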
Dynein cargo inh – dynein cargo transport inhibition. hit rate 0.47% among 220,000. z-score, hits read low. 3617.4 mouse cells, GR-EGFP nuclear translocation imaging; test concentration mostly 20 µM; stimulated with dexamethasone, 1 µM; stronger effect = lower value;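 active = plate z-score of nuclear minus cytoplasmic receptor signal below a set negative limit, without overly bright fluorescence or cell loss, cut at about -3.5 in these data, passing the limit was not always enough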;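 also: z-score of nuclear minus cytoplasmic ring GR-EGFP intensity difference per well; some compounds called inactive have numbers as strong as hits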
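Buffer or medium: tetracycline-free induction medium containing charcoal-stripped FBS / Reagent: dexamethasone agonist, 1.0 µM final, for 30 min / Technique: automated 10x imaging of fixed Hoechst-stained cells / Times: induction 48 h, compound 1 h, agonist 30 min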
Hep lipid drop – hepatic lipid droplet formation modulation | hit rate 0.4% among 240,000 | inhibition, % at 6.5 µM | AML12 mouse hepatocytes, oleate lipid droplets, BODIPY imaging | AID 1656;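 active = lipid droplet intensity inhibited by at least 50%, with more than 500 cells counted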
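Assay system: AML12 hepatocytes (mouse); Probe or stimulus: oleic acid at 100 µM to induce lipid droplet formation; Dosing: compound at 6.5 µM only; Schedule: compound with oleate, overnight; Detection: fluorescence imaging, 20x objective, two fields per well; Measure: % inhibition of lipid droplet signal.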
Dynein cargo inh cytoplasmic EGFP – further read-out of Dynein cargo inh, marked with its call; z-score; measured here: cytoplasmic GR-EGFP intensity; stronger effect = higher value
Dynein cargo inh nuclear GR-EGFP – recorded beside Dynein cargo inh, whose call it bears; z-score; measured here: nuclear GR-EGFP intensity;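 lower value marks the stronger effect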
Dynein cargo inh cell count – recorded beside Dynein cargo inh, whose call it bears; z-score; measured here: cell count per field
Insulin prom up cell count – second read-out of Insulin prom up, no call of its own (marks repeat the call); cell count; measured here: cytotoxicity, nuclei count;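 total cells summed across four imaged fields per well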
Hep lipid drop cells 6.5 µM – recorded beside Hep lipid drop, whose call it bears; cell count; measured here: cell count, cytotoxicity flag;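 cells counted across two imaged fields per well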
bCat nuc transl cell count 5 µM – recorded beside bCat nuc transl, whose call it bears; cell count; measured here: cell count, cytotoxicity flag
T cell modulator vesicle-bound % – second read-out of T cell modulator, no call of its own (marks repeat the call); double positive events, %; measured here: CD8+ vesicle-bound cell fraction;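 binding gate set so that unloaded-vesicle control wells show 10% double positive cells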
MT stabilizer Hoechst-high % – recorded beside MT stabilizer, whose call it bears; % Hoechst-high responders; measured here: nuclear condensation Hoechst responders;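 share of cells brighter than vehicle mean plus two SD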
MT stabilizer cytotoxicity % – further read-out of MT stabilizer, marked with its call; toxicity, %; measured here: cytotoxicity by cell density;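 0% = mean cell density of plate MIN control wells and 100% = no cells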
Autophagy HCS cell loss 18 h – also measured in Autophagy HCS; calls as there; toxicity, %; measured here: cell loss, nuclei count;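 cell loss after 18 h compound exposure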
An asterisk follows results filed as active; i = inactive; . = no result given.

SMILES	bCat nuc transl	bCat nuc transl cell count 5 µM	MT stabilizer	MT stabilizer Hoechst-high %	MT stabilizer cytotoxicity %	T cell modulator	T cell modulator vesicle-bound %	Insulin prom up	Insulin prom up cell count	Salmonella PhoP GFP	Autophagy HCS	Autophagy HCS cell loss 18 h	ER stress rescue	Dynein cargo inh	Dynein cargo inh cytoplasmic EGFP	Dynein cargo inh nuclear GR-EGFP	Dynein cargo inh cell count	Hep lipid drop	Hep lipid drop cells 6.5 µM
CC(=O)Nc1ccc(OS(=O)(=O)c2ccc(C)cc2C)cc1	1.4	1054	1.6	1.5	4.1	i	58.2	-0.75	1416	-3.8%	i	2.9	3.4%	0.83	-0.373	0.212	0.985	3.0	608
CC[n+]1oc(-c2ccccc2)cc1C	-1.0	1110	1.1	1.6	3.0	i	64.4	0.15	1222	3.5%	i	5.3	3.2%	-0.297	0.00653	0.394	0.119	5.4	703
O=C(COC(=O)CCCSc1nc2ccccc2[nH]1)Nc1ccc(Oc2ccccc2)cc1	0.5	1018	5.7	2.6	4.1	i	40.9	1.08	1495	23.4%	i	4.2	-2.5%	-0.384	0.253	-0.351	0.0951	-4.2	653
COC(=O)c1ccccc1NC(=O)CSc1nc(O)c(-c2ccccc2)c(=O)[nH]1	0.2	1549	2.1	0.9	3.4	i	31.3	0.05	1436	-0.6%	i	12.4	-0.2%	-1.02	-0.271	-0.385	0.991	.	.
Cc1ccc(OCCCSc2ncccn2)cc1C	0.9	1082	2.7	2.7	6.5	i	63.1	.	.	-4.8%	i	-3.6	-1.5%	-0.144	-0.226	-0.0565	0.221	9.9	681
COc1cc(OC)c2c(-c3ccccc3)cc(=O)oc2c1C(CCN1CCCCC1)c1ccc(N(C)C)cc1 (stereo unspecified)	-1.8	1154	.	.	.	i	39.8	.	.	2.3%	.	.	.	-0.781	0.504	-0.181	-3.37	21.9	727
CCO/C=C1\SC(=S)N(c2ccc(Cl)cc2)C1=O	0.2	1302	.	.	.	i	35.9	0.06	1106	4.8%	.	.	.	0.0283	-0.103	0.061	-0.58	-14.4	636
CN1C(=O)SC(Nc2ccccc2)C1=O (stereo unspecified)	-0.1	547	3.1	2.4	7.7	i	30.8	.	.	-2.2%	i	-9.4	13.4%	-0.39	-0.254	0.0645	-0.404	29.6	767
CCOc1ccc(C(=O)Nc2cccc(-c3cc4ccccc4oc3=O)c2)cc1[N+](=O)[O-]	0.1	1336	1.6	0.9	6.9	i	30.0	-0.61	1415	1.6%	i	4.0	4.3%	-0.158	-0.216	-0.379	-0.195	.	.
Cc1cccc(N2CCN(Cc3cnc(Cl)s3)CC2C)c1 (stereo unspecified)	0.7	1113	5.9	2.0	6.7	i	18.8	-0.38	1124	-3.7%	i	37.5	-1.1%	-0.693	0.298	-0.259	0.763	-1.9	690
COc1ccc(NC(=O)c2cc3ccc4c5ccccc5[nH]c4c3cc2O)cc1	-0.4	1081	.	.	.	i	26.1	-0.17	1239	-2.2%	.	.	.	0.623	-0.133	0.368	-0.0146	9.7	734
COc1ccc(NC(=O)c2cc(OC)c(OC)c(OC)c2)cn1	-2.6	1143	3.7	1.8	2.7	i	40.5	0.14	1318	4.4%	i	-2.7	-2.7%	-0.186	-0.227	0.282	-0.958	-15.1	703

A section of the results above, as a working copy:
SMILES	bCat nuc transl	bCat nuc transl cell count 5 µM	MT stabilizer	MT stabilizer Hoechst-high %	MT stabilizer cytotoxicity %	T cell modulator	T cell modulator vesicle-bound %	Insulin prom up	Insulin prom up cell count	Salmonella PhoP GFP	Autophagy HCS	Autophagy HCS cell loss 18 h	ER stress rescue	Dynein cargo inh	Dynein cargo inh cytoplasmic EGFP	Dynein cargo inh nuclear GR-EGFP	Dynein cargo inh cell count	Hep lipid drop	Hep lipid drop cells 6.5 µM
CN1C(=O)SC(Nc2ccccc2)C1=O (stereo unspecified)	-0.1	547	3.1	2.4	7.7	i	30.8	.	.	-2.2%	i	-9.4	13.4%	-0.39	-0.254	0.0645	-0.404	29.6	767
CCOc1ccc(C(=O)Nc2cccc(-c3cc4ccccc4oc3=O)c2)cc1[N+](=O)[O-]	0.1	1336	1.6	0.9	6.9	i	30.0	-0.61	1415	1.6%	i	4.0	4.3%	-0.158	-0.216	-0.379	-0.195	.	.
Cc1cccc(N2CCN(Cc3cnc(Cl)s3)CC2C)c1 (stereo unspecified)	0.7	1113	5.9	2.0	6.7	i	18.8	-0.38	1124	-3.7%	i	37.5	-1.1%	-0.693	0.298	-0.259	0.763	-1.9	690
COc1ccc(NC(=O)c2cc3ccc4c5ccccc5[nH]c4c3cc2O)cc1	-0.4	1081	.	.	.	i	26.1	-0.17	1239	-2.2%	.	.	.	0.623	-0.133	0.368	-0.0146	9.7	734
COc1ccc(NC(=O)c2cc(OC)c(OC)c(OC)c2)cn1	-2.6	1143	3.7	1.8	2.7	i	40.5	0.14	1318	4.4%	i	-2.7	-2.7%	-0.186	-0.227	0.282	-0.958	-15.1	703

Remaining list, next part
SMILES	bCat nuc transl	bCat nuc transl cell count 5 µM	MT stabilizer	MT stabilizer Hoechst-high %	MT stabilizer cytotoxicity %	T cell modulator	T cell modulator vesicle-bound %	Insulin prom up	Insulin prom up cell count	Salmonella PhoP GFP	Autophagy HCS	Autophagy HCS cell loss 18 h	ER stress rescue	Dynein cargo inh	Dynein cargo inh cytoplasmic EGFP	Dynein cargo inh nuclear GR-EGFP	Dynein cargo inh cell count	Hep lipid drop	Hep lipid drop cells 6.5 µM
O=C(O)C(=O)/C(=C\c1ccc([N+](=O)[O-])cc1)c1ccc2ccccc2n1	-2.4	1096	6.8	2.1	3.1	i	31.4	0.4	1135	-0.4%	i	5.0	0.4%	-0.264	-0.203	0.207	0.456	13.3	713
CC(=O)NC12CC3CC(C1)CC(C(=O)OCC(=O)Nc1ncc(Cl)c(C)c1Cl)(C3)C2	-3.8	1041	4.3	2.4	6.5	i	58.7	-0.03	1111	1.1%	i	-0.3	2.9%	0.24	-0.165	0.942	-0.0243	.	.
CC(SCc1ccccc1)C(=O)N/N=C/c1ccc(OCC(=O)NCc2ccco2)cc1 (stereo unspecified)	2.2	905	3.0	1.7	5.8	i	57.1	0.17	1237	6.7%	i	-5.7	2.0%	-1.1	-0.223	-0.829	0.805	-0.5	689
CCc1ccc(NC(=O)CSc2nc(NS(=O)(=O)c3ccccc3)cc(=O)[nH]2)cc1	0.4	1626	.	.	.	.	.	.	.	-10.6%	i	-11.2	0.8%	-0.107	-0.205	0.261	0.975	-0.2	704
Cc1onc(-c2c(Cl)cccc2Cl)c1C(=O)ONC(=O)c1ccccc1	1.2	1139	.	.	.	i	13.9	0.85	1393	-5.9%	.	.	.	-0.454	-0.244	-0.459	0.326	-1.1	639
CCCCC(=O)Nc1cccc(NC(=S)NC(=O)COc2ccccc2Cl)c1	0.4	1179	2.4	4.2	9.9	i	29.2	-0.33	1305	-5.5%	i	-28.8	-1.8%	-0.898	-0.31	-0.667	1.08	1.4	627
C=CCNc1nc(NCC)nc(N2CCOCC2)n1	-2.9	1352	3.0	1.6	3.6	i	56.3	-0.81	1490	-3.0%	i	-3.0	1.5%	1.51	-0.16	0.131	-0.949	.	.
COC(=O)Cc1cc(=O)oc2c(C)c(O)ccc12	-3.9	1069	2.9	1.5	2.2	i	11.2	0.77	2056	11.6%	i	35.9	-1.4%	0.0643	-0.186	-0.117	0.0516	-11.9	513
COCCCNC(NC(=O)c1ccc(C)cc1)C(Cl)(Cl)Cl (stereo unspecified)	0.8	1332	2.1	2.4	6.9	i	57.0	0.67	1607	-3.6%	i	-13.3	2.0%	-0.442	-0.197	0.465	0.627	.	.
O=C1c2ccccc2C(=O)N1CCN1CCCCC1	1.8	1193	3.2	2.0	26.9	i	60.1	0.92	1117	3.7%	i	-2.0	-2.1%	1.46	-0.0855	1.66	-1.64	13.6	771
COC(=O)c1cn(CC(=O)Nc2ccc(F)cc2)c2ccccc12	-1.7	1124	3.6	2.8	5.6	i	40.1	0.72	1058	-0.5%	i	2.6	-0.1%	0.594	-0.251	0.308	-0.682	-9.9	692
O=C(C1CC1)N1CCc2cc(Br)cc(S(=O)(=O)NC3CCCCC3)c21	-1.3	1040	5.6	3.1	5.8	i	25.1	0.2	1666	-2.1%	i	14.8	-2.7%	-1.48	2.04	0.294	0.403	-6.0	716
CS(=O)(=O)N(CC(=O)N1CCc2ccccc2C1)c1ccc2c(c1)OCO2	.	.	2.2	1.4	3.6	i	9.7	0.47	1351	-1.9%	i	1.6	0.8%	-0.321	-0.252	-0.094	0.817	2.3	654
O=c1c2[nH]c3ccc(F)cc3c2ncn1CCCN1CCOCC1	-2.1	1240	2.4	1.4	5.8	i	21.7	0.42	853	4.9%	i	-17.4	-0.9%	-0.286	-0.215	-0.113	0.857	.	.
Cc1ccc2cccc(S(=O)(=O)N3CCN(c4ccccc4F)CC3)c2n1	2.5	1048	3.2	4.5	5.3	i	23.1	.	.	-10.6%	i	4.8	0.1%	-0.471	-0.235	-0.0711	0.153	-13.1	720
Cc1nnc(NC(=O)c2ccc3ccccc3c2)o1	-1.7	841	2.9	1.7	1.4	i	54.4	1.52	1264	2.5%	i	-26.1	-0.1%	-0.258	-0.0667	-0.0122	0.311	.	.
